Platelet DG rel = inhibitors of platelet dense granule secretion, primary screen, cell-based, MLPCN, human platelets. AID 1663, 2009. inhibition, %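 (compounds screened at 7.5 µM in platelet-rich plasma)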. human platelet-rich plasma, SFLLRN dense granule ATP release, luminescence. hit rate 0.22% among 300,000;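 active = mean replicate score, as percent of positive control, at or above 50; inconclusive = mean below 50 but at least one replicate at or above 50; inactive = mean and every replicate below 50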
IEC-6 cytotox = cytotoxicity in IEC-6 intestinal epithelial cells, primary screen, cytotoxicity control for KLF5 inhibitor project, cell-based, luminescence. hit rate 0.78% among 290,000. inhibition, % at 5 µM. IEC-6 cytotoxicity, luminescence viability; in the data active = inhibition above about 22%;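 note: 0% = plate median of test compound wells and 100% = cytotoxic reference compound wells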
aSyn 5UTR inh = MLPCN primary screen, SNCA 5' untranslated region; hit rate 0.82% among 300,000; inhibition, % (tested at 7.5 µM); alpha-synuclein 5'UTR reporter, inhibitor activity; in the data active = inhibition above about 60%; inconclusive = no clear call, values can overlap the other calls;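 note: H4 neuroglioblastoma cells stably carrying SNCA 5'UTR luciferase fusion; 0% = DMSO wells and 100% = positive control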
SKKanGAS inh = S. pyogenes SKKanGAS growth inhibitors in kanamycin, primary screen, streptokinase expression inhibitor project, SKKanGAS strain, BacTiter-Glo luminescence; hit rate 1.3% among 300,000; inhibition, % at 7.5 µM; AID 1662, 2009; 6 h;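 active = mean replicate score, as percent of positive control median, at least 50; inconclusive = mean below 50 but one replicate at or above 50; inactive = mean and every replicate below 50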;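 note: strain carries kanamycin resistance gene driven by streptokinase promoter and grows in 40 µg/ml kanamycin; loss of luminescence reflects streptokinase promoter inhibition or plain growth inhibition; 0% = median of DMSO wells and 100% = positive control at its reference dose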
HSF1 inh = HSF1 inhibitors in luciferase reporter cells, primary screen, cell-based, NIH3T3, luminescence. NIH3T3-HGL HSE-luciferase, MG132-induced, luminescence 8 h; stronger effect = lower value. AID 2098, 2009. hit rate 0.77% among 300,000. activity change, negative = inhibition, % at 7.5 µM (by protocol);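 active = more than half of replicate wells show activity change below -50%, luminescence cut by over half; inconclusive = some wells, but at most half, below -50%; inactive = no replicate well below -50%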;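 note: luciferase reports HSF-1 transcriptional activity via heat shock element; 0% = median of DMSO wells and -100% = zero luminescence signal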
HSP90 inh = HSP90 inhibitors, primary screen, cell lysate, luminescence; hit rate 0.91% among 290,000; Rabbit reticulocyte lysate, luciferase refolding luminescence, 3 h; inhibition, % at 5.6 µM;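 active = inhibition above the screen-wide mean plus 3 SD, computed separately per campaign, cut at about 16% in these data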;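 note: 0% = DMSO wells and 100% = 60 µM geldanamycin wells; inhibitors lower the luminescence because luciferase stays unfolded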
HIF act = HIF pathway transcriptional activators, primary screen, cell-based, U2OS HRE-luciferase, luminescence. hit rate 0.32% among 300,000. activation, % at 7.5 µM (by protocol). U2OS HRE-luciferase reporter; normalized: DMSO 0%, desferrioxamine 100%;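 active = mean activation of at least 10% of the iron chelator positive control signal, with at least half of replicates also reaching 10%; inconclusive = mean and replicate majority disagree about reaching 10%; inactive = mean and most replicates under 10%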
KLF5 inhibitor = KLF5 expression inhibitors, primary screen, DLD-1 cells, luminescence | DLD-1 KLF5 promoter-luciferase reporter | inhibition, % at 5 µM | hit rate 0.23% among 290,000;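 active = inhibition above a per-plate limit of that plate's mean compound inhibition plus 3 SD, cut at about 60% in these data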;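 note: 0% = DMSO wells and 100% = LY294002 at 200 µM; higher means less KLF5 promoter-driven luciferase light; inactives centre near -14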
AI-2 QS modul = Vibrio harveyi AI-2 quorum sensing modulators, primary screen, JMH597 strain, luminescence/OD600 ratio; Vibrio harveyi JMH597 AI-2 luminescence/OD600 ratio, 9 h; stronger effect = lower value; strain lacks LuxN and CqsS sensors; 0 = neutral-control median; activity change, % at 7.5 µM; hit rate 0.4% among 300,000; AID 2094, 2009; in the data active = activity change below about -75%, passing the limit was not always enough; inconclusive = no clear call, values can overlap the other calls;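 note: luminescence divided by OD600 gain over 9 h not by final OD600 alone; inactives centre near 13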
HSF1 activator = HSF-1 activators, primary screen, NIH3T3-HGL cells, MG132 stress, luminescence, single point | hit rate 1.7% among 300,000 | activation, % at 9 µM | NIH3T3-HGL HSF-1 luciferase reporter, 8 h; 100% = twice DMSO control signal | AID 504408, 2011;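 active = mean replicate activation of at least 50% with a set share of replicates each reaching 50%; inconclusive = only one of those two conditions met; inactive = mean below 50% and too few replicates reaching it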;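 note: 0% = median of the neutral control wells and 100% = twice that signal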
An asterisk follows results filed as active; ? = inconclusive; . = no result given.

smiles	HIF act	IEC-6 cytotox	AI-2 QS modul	HSP90 inh	Platelet DG rel	SKKanGAS inh	aSyn 5UTR inh	HSF1 inh	HSF1 activator	KLF5 inhibitor
C=CC[n+]1c(C)csc1Nc1ccc(C)cc1	0.9	3	10	-3	-3	-2	-26	-4	6	-32
Cc1ccc(NS(=O)(=O)c2cc(NC(=O)c3cc4c(s3)CCCC4)ccc2C)c(C)c1	0.0	3	18	-5	14	44	-36	1	14	3
CCOc1ccc(OC(=O)c2cccc(S(=O)(=O)N3CCN(C)CC3)c2)cc1	-57	.	7	.	-8	16	4	1	10	.
COC(=O)c1cc(Cl)c(NC(=O)/C=C/c2ccc(Cl)cc2)cc1OC	-0.5	4	6	-1	-4	6	32	-5	-11	-13
CC(=O)c1c(C)[nH]c(C(=O)Nc2cc(C)ccc2C)c1C	0.0	2	1	0	-1	-10	-30	-4	-11	3
Cc1ccc(C)c(NC(=O)Cn2c([N+](=O)[O-])cnc2C)c1	-0.3	-7	20	-6	-1	2	31	-2	7	-43
CC1CCCN(CC(=O)Nc2ccc(S(=O)(=O)N3CCCCC3)cc2)C1 (stereo not given)	0.2	4	-1	-3	-5	-2	6	3	10	1
CCOc1cc(/C=C(\C#N)C(=O)Nc2ccccc2C(=O)O)ccc1OC(=O)c1ccc(C)cc1	-9.9	-2	23	-2	2	9	-18	3	-2	-35
CC(=O)N1CCN(C(=O)COC(=O)COc2ccc(C#N)cc2)CC1	-0.4	.	8	.	11	-1	-5	1	-7	.
CCCn1c(COc2ccc(C(=O)O)cc2)nc2ccccc21	-0.6	1	4	0	0	-5	5	-10	-2	-3
NC(=O)c1ccccc1NC(=O)CSC1=NCCS1	0.0	2	8	1	37	-3	-14	0	-22	5
CC(C)[C@H](NC(=O)N1c2ccccc2NC(=O)[C@@H]1C(C)C)C(=O)N[C@H](Cc1ccccc1)C(=O)O	0.2	-1	9	-3	1	-2	12	-2	-1	-21
NC(=O)C1=C[C@@H](C2CCCCC2)C[C@@H](OCCCCO)O1	-1.2	7	15	15	-2	0	4	7	2	-22
O=C(OCC1CC(c2ccccn2)=NO1)c1ccc(Br)cc1 (stereo not given)	0.1	3	11	7	-2	-5	-12	-36	-45	20
CC(C)C(=O)Nc1ccc(C(=O)N2CCN(C(=O)c3ccco3)CC2)cc1	-0.5	2	23	-3	0	8	2	?	-57	-10
CC1(C)CC(=O)C=C(NCCN2CCN(C(=O)Nc3ccc(Cl)cc3)CC2)C1	-0.4	2	46	-1	-1	6	13	9	-4	-11
Cc1ccc(NC(=S)N(CCCN(C)C)Cc2cc3cc4c(cc3[nH]c2=O)OCO4)c(C)c1	1.1	7	7	4	-2	13	-38	1	7	-2
Cc1ccc(C(=O)Nc2ccccc2C(=O)N2CCCCCC2)cc1	-0.5	-3	4	-2	-3	-3	-16	10	4	0
CCNC(=O)COc1ccc(CC)cc1	0.9	-1	6	-1	-3	-1	8	0	10	-48
O=C(CNC(=O)c1ccccc1F)OC(C(=O)Nc1cc(C(F)(F)F)ccc1Cl)c1ccccc1 (stereo not given)	-0.1	2	4	-1	1	21	31	5	21	0
CC(C)C[C@H](NC(=O)c1nc[nH]c1C(=O)N[C@@H](CC(C)C)C(=O)OCc1ccccc1)C(=O)OCc1ccccc1	-2.5	17	4	7	2	33	15	-4	-25	-12
Cc1ccccc1CN1C(=O)c2ccccc2Sc2ccc(C(=O)NCCN3CCOCC3)cc21	0.5	5	-17	4	4	-4	4	27	60*	11
COc1ccc(-c2cc3ccccc3[nH]2)cc1	3.5	7	11	12	-13	-1	-159	21	19	-48
CCCN(CCC)C(=O)Cn1c(=O)c2sccc2n2c(=S)sc(-c3ccccc3)c12	0.0	4	29	3	1	-2	-5	4	2	-4
O=C(NCc1ccccn1)c1ccc(CS(=O)(=O)Cc2ccc(Cl)cc2)o1	0.0	-5	36	-4	-2	-3	8	-9	-1	10
O=C(NC(=S)NCCC1=CCCCC1)c1ccc(Br)o1	1.3	1	44	0	-1	23	-115	7	3	-16
O=C(Oc1ccc(N(Cc2cccs2)C2=NS(=O)(=O)c3ccccc32)cc1)c1ccco1	-0.2	0	28	3	-6	22	18	11	20	11
COc1cccc(-c2cc(C(=O)Nc3ccncc3)c3ccccc3n2)c1	-0.7	-2	16	0	-7	5	-45	10	9	-21
CCOC(=O)C1(CCCc2ccccc2)CCN(Cc2cn(CC)nc2C)CC1	0.5	-1	15	-2	-5	-32	-43	4	2	-12
COc1ccc(C(=O)c2sc(Nc3ccc(NC(C)=O)cc3)nc2C)cc1	-1.2	-4	16	-2	6	5	-4	-3	-14	-21
COc1cc(C(=O)Nc2ccc(OCC(=O)O)cc2)cc(OC)c1OC	-0.1	-3	13	2	1	-1	15	-3	-6	-23
O=C1CN(c2nc3ccccc3n3cnnc23)CC(=O)N1CCc1ccccc1	0.0	0	23	0	-12	-9	-2	15	4	2
CC1CCN(S(=O)(=O)c2ccc(C(=O)OC(C)C(=O)N(C)C3CCCCC3)cc2)CC1 (stereo not given)	0.1	.	19	.	-7	-4	4	-5	-4	.
Cc1cccc(N/C=C/C(=O)c2ccc(Cl)cc2)c1	1.5	2	23	-1	5	0	-157	12	29	-92
COc1cccc(C(=O)Nc2ccccc2C(=O)NCC2CCCO2)c1 (stereo not given)	-0.3	-2	14	-2	9	-11	11	-18	-11	-55
Cc1cc2nc3c(=O)n(CCc4ccccc4)c(=O)[nH]c3nc2cc1N	-31	5	-34	1	3	31	18	20	59*	-4
O=C(CC(C(=O)O)N1CCOCC1)Nc1ccc(Cl)cc1 (stereo not given)	-0.7	4	1	2	2	0	17	-4	2	-9
COc1ccc(C(=O)C2CCN(C(=O)c3ccc(F)cc3)CC2)cc1	-0.5	2	14	-4	-1	-3	16	-2	6	-10
CC(C)(C)S(=O)(=O)/C(C#N)=N/Nc1ccc(Cl)cc1	-0.3	5	36	-1	-1	-4	1	3	5	-15
COc1ccc(S(=O)(=O)N2CCCC2)cc1Br	0.4	0	3	2	0	-1	9	2	1	-1
O=C(O)c1ccccc1OCCN1CCCC1=O	-0.5	-4	23	-2	6	-7	-4	1	2	-68
Cc1cc(CNCc2c(C(=O)N(C)Cc3ccccc3)nc3ccccn23)nn1C	0.3	2	7	3	-9	-4	-4	-12	-33	-3
CCCCn1c(N)c(N(CCOC)C(=O)CN2C(=O)c3ccccc3C2=O)c(=O)[nH]c1=O	0.3	1	17	-1	15	-9	-1	-6	-16	-10
C/C(=N/Nc1nc(C)cc(C)n1)c1ccc(Br)cc1	-0.2	9	8	-6	1	6	7	0	5	-20
CCCSc1nc2c(c(=O)n(C)c(=O)n2C)n1Cc1ccc(C)cc1	0.0	1	2	0	-1	24	19	-2	7	-11
N#CC1=C(N)Oc2cc3ccccc3cc2C1c1cccs1 (stereo not given)	7.1	7	14	1	1	-3	-21	-3	-7	-2
COc1ccc(NC(=O)CN(c2ccc(C(C)C)cc2)S(=O)(=O)c2c(C)noc2C)cc1OC	.	7	21	-1	30	1	1	4	11	-9
COc1ccc(-c2nc3ccccc3c(=O)n2CCOc2ccccc2C)cc1	0.4	5	8	5	-4	-12	5	5	13	-31
Cc1ccc(N2CC(O)=C(c3nc4ccccc4c(=O)[nH]3)C2=N)cc1C	0.0	-4	24	25*	0	17	-15	0	5	0
N#Cc1c(-c2ccc(Cl)cc2)ccn2nc(CCC(=O)O)nc12	1.3	-5	11	-1	.	-2	-13	1	-5	-18
CCOc1ccc(N(CC(=O)O)S(=O)(=O)c2ccc(OC)c(OC)c2)cc1	-0.8	4	7	3	-3	-1	19	7	24	-30
CCC1CCC/C1=N\NC(=O)c1ccoc1C (stereo not given)	.	-2	28	2	.	.	.	.	.	-102
Cc1c(NC(=O)C(C)OC(=O)c2cc(-c3cccc4ccccc34)nc3ccccc23)c(=O)n(-c2ccccc2)n1C (stereo not given)	-0.5	-4	25	0	3	25	-11	12	36	-22
Cc1cc(C(=O)NNC(=O)C2CCCC2)c(C)o1	-0.3	4	4	3	9	1	-11	-9	-7	-6
Cc1ccc(S(=O)(=O)Nc2nc3ccc(S(=O)(=O)N4CCCC4)cc3s2)cc1	-0.6	2	23	2	-13	19	-13	-3	2	-31
O=[N+]([O-])c1ccccc1S(=O)(=O)Nc1ccn(Cc2c(F)cccc2Cl)n1	-0.6	5	24	1	7	-5	-4	3	-9	-20
OCc1cn(-c2ccccc2)nn1	-0.3	2	29	4	0	2	-17	-3	-5	-19
O=C1C(Cl)=C(NCC2CCCO2)C(=O)N1CCc1ccccc1 (stereo not given)	2.8	0	20	0	4	-4	-183	2	12	-64
COCCCn1c(SCc2nnc(-c3ccc(OC)c(OC)c3)o2)nc2ccccc2c1=O	-0.1	-2	7	1	-3	12	21	4	30	-29
Cc1cccc(N(C)C(=O)CN2C(=O)COc3ccc(S(=O)(=O)N4CCCCCC4)cc32)c1	0.2	-6	-1	2	6	14	18	-7	11	4

Next section:
smiles	HIF act	IEC-6 cytotox	AI-2 QS modul	HSP90 inh	Platelet DG rel	SKKanGAS inh	aSyn 5UTR inh	HSF1 inh	HSF1 activator	KLF5 inhibitor
CCN(CC)S(=O)(=O)c1ccc(NC(=O)CN(c2ccc(OC)cc2OC)S(C)(=O)=O)cc1	-0.7	-1	7	1	12	-1	20	2	13	-7
S=C(NCc1cccnc1)Nc1cccc(Cl)c1	-0.1	2	12	-2	-2	6	6	3	12	-17
Cc1ccc(C(C)C)c(OCCCN(C)Cc2ccccc2)c1	0.2	-2	20	0	-1	-3	7	-6	4	-44
O=C(Cn1nc(CNc2ccc(Cl)cc2)[n+]2c1CCCCC2)c1ccc(Cl)cc1	-0.2	-2	18	-1	-5	28	-44	-2	20	-15
Cc1cc(NC(=O)NN2CCOCC2)nn1-c1c(Cl)cccc1Cl	-0.8	1	10	2	2	0	17	-3	12	-38
COc1ccc(CCC(=O)NCCOc2ccc(C)cc2)cc1	-16	-2	15	-3	-6	-6	-2	8	2	-26
O=C1c2ccccc2C(=O)N1CCSc1nc2ccccc2c(=O)n1CCCN1CCOCC1	-0.2	-1	10	-1	0	-3	-4	0	-7	-13
Cc1csc(NC(=O)c2ccc(C(=O)Nc3nc(C)cs3)cc2)n1	-0.4	5	-1	0	-9	2	-9	-1	-8	-16
O=C(NCc1cccs1)[C@@H]1CSC2c3ccccc3C(=O)N21 (stereo not given in full)	-0.9	-3	-7	0	8	3	-11	5	14	-2
CC(=O)Nc1ccc(S(=O)(=O)NCc2csc(C)n2)cc1	0.4	-2	9	-1	-1	-4	8	-87*	-90	-12
